Screening results (PubChem)
E-sel TNF inh: TNF alpha driven E-selectin expression inhibition. HUVEC TNFa-induced E-selectin immunofluorescence, high content. inhibition, % at 2 µM. 0.71% of 120,000 active. AID 1246;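 active = inhibition above the batch mean plus 3 SD, and confirmed as a hit on visual image review, cut at about 43% in these data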;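 note: 0% = TNF-stimulated DMSO wells and 100% = unstimulated control wells; not every result past the cut was called active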
Phagocytosis inh: inhibitors of macrophage phagocytosis | J774A.1 macrophage IgG-bead phagocytosis, imaging | inhibition, % at 5 µM | 0.07% of 110,000 active | AID 1029;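 active = inhibition above the mean of the plate negative controls plus 5 SD, cut at about 13% in these data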;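 note: phagocytic index as fraction of beads internalized from green versus red external bead signal; plate controls were DMSO negative control for no effect and cytochalasin-D positive control for full effect; some results beyond the cut were filed as inactive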
Measles CPE: protection of cells from measles virus. Measles virus-infected cells, CPE protection, absorbance. protection (pct of control), % at 4 µM. 1.5% of 140,000 active; in the data active = protection mostly above about 24%, no sharp cut-off; inactive = mostly below about 26%; note: some compounds called inactive have numbers as strong as hits
NPY-Y2 antag: NPY-Y2 (human) receptor antagonism; P49146; NPY-Y2 expressing cells, antagonist mode; 0.99% of 140,000 active; inhibition, % at 2.7 µM; AID 793; in the data active = inhibition above about 17%;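 note: 0% = vehicle with agonist challenge and 100% = reference antagonist with challenge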
Target sequence (P49146 whole entry, looked up): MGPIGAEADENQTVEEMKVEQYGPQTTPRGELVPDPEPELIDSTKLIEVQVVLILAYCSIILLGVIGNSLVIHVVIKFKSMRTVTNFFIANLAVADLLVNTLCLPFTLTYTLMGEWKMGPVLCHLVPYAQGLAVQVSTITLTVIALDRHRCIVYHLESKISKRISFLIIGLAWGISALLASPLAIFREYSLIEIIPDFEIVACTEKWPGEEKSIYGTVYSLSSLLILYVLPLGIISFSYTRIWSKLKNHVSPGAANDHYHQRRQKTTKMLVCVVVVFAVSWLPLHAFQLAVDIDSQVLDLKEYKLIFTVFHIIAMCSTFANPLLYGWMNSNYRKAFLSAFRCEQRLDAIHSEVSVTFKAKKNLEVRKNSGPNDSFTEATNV
MRP-1 activ: activates MRP-1 | H69AR cells + doxorubicin, viability rescue, CellTiter-Glo | viability increase, % at 10 µM | 0.61% of 140,000 active;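 active = viability gain under doxorubicin at or above a set limit, the compound median plus 3 SD, cut at about 4.7% in these data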;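 note: MRP-1 overexpressing cells given doxorubicin 25 µM after compound pretreatment; 18-22 h compound pretreatment then 72 h with doxorubicin before readout; 0% = doxorubicin-only wells and 100% = vehicle-treated cells without doxorubicin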
HCT116 PTEN-null: growth suppressors of cells with PTEN tumor suppressor deletion; HCT116 PTEN-null viability, CellTiter-Glo, 60 h; stronger effect = lower value; viability, % at 10 µM; 1.2% of 140,000 active; AID 827;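 active = viability at or below a set limit, 4 SD under the median of all tested compounds, cut at about 3.7% in these data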;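 note: PTEN knockout HCT116 line with beta catenin targeted HCT116 as companion control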
BB579 growth dn: chemicals that inhibit yeast BB579 growth in restrictive medium (lifespan-shortening candidates); S. cerevisiae BB579 growth, OD615, 48 h; inhibition, % at 10 µM; 0.51% of 140,000 active;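 active = inhibition above a set limit, 3 SD over the mean compound inhibition, cut at about 44% in these data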; note: inactives centre near -24
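Assay system – yeast BB579 (DeaD) · Dosing – single compound dose of 10 µM, 0.25% DMSO final · Detection – OD615 turbidity measurement · Buffer or medium – CSMM-D restrictive synthetic medium containing dextrose (glucose) · Benchmarks – positive control amphotericin B 10 µg/mL · Incubation – 48 h exposure, 30 °C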
GALR2 antag: antagonists of human galanin receptor 2 (GALR2); inhibition, % at 4 µM; O43603; GALR2-expressing cells, antagonist mode; 0.39% of 140,000 active; in the data active = inhibition above about 27%;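 note: cells stimulated with galanin 1-16 at roughly its EC80; 0% = agonist challenge control and 100% = basal control without agonist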
Target sequence (O43603 whole entry, looked up): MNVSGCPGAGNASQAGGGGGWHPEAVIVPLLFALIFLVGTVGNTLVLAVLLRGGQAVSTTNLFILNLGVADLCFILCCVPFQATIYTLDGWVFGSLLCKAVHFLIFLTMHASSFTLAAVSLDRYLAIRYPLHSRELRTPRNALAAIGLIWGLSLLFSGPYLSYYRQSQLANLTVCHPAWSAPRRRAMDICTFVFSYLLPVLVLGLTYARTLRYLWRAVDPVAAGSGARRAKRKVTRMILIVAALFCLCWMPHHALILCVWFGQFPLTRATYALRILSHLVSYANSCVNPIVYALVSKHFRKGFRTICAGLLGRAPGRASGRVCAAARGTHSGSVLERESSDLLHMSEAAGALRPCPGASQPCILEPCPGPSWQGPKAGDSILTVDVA
HCT116 bCat-KO: beta-catenin-lacking colon tumor cell growth suppression. viability, % at 10 µM. 1.5% of 140,000 active. AID 818. HCT116 beta-catenin knockout viability, CellTiter-Glo, 60 h; stronger effect = lower value;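 active = viability at or under a set limit, the compound median less 4 SD, cut at about 6% in these data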;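 note: 0% = Hyamine 1622 control at 20 µM and 100% = untreated cell control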
Yeast life ext: extends the lifespan of yeast; S. cerevisiae growth with nicotinamide, OD615; deaD strain in restrictive glucose medium; inhibition of the nicotinamide effect, % at 10 µM; 0.68% of 130,000 active; AID 775;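 active = inhibition above a set limit, placed 3 SD over the median of all compounds, cut at about 26% in these data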;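 note: 0% = nicotinamide-treated wells and 100% = cells grown without nicotinamide; some compounds called inactive have numbers as strong as hits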
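Material: Modified budding yeast, DeaD strain | Medium: Restrictive glucose medium | Probe or stimulus: 1.5 mM nicotinamide | Dosing: Single dose 10 µM compound, 0.25% DMSO | Times: 48 h at 30 °C | Technique: OD615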
Numbers without * were called inactive; x = not tested or not shown.

SMILES	E-sel TNF inh	Phagocytosis inh	Measles CPE	NPY-Y2 antag	MRP-1 activ	HCT116 PTEN-null	BB579 growth dn	GALR2 antag	HCT116 bCat-KO	Yeast life ext
CCOC(=O)C1CCN(C(C(=O)Nc2ccc3c(c2)OCCO3)c2ccccc2)CC1 (centres undefined)	x	x	20	17	-3.1	65	-2	2	71	-12
CCN(CC)S(=O)(=O)c1ccc(NC(=O)Cn2c(=O)oc3ccccc32)cc1	x	0	26	-2	-2.9	95	-33	-11	97	-3
COc1ccc(C(=O)/C=C/c2cccs2)c(OC(=O)N2CCOCC2)c1	x	-8	36	-1	-5.3	32	-21	24	45	4
NC(=O)C1CCN(C(=O)CN2CCc3ccccc32)CC1	3	-2	6	0	-3.1	98	-35	-4	92	-3
O=C(CC1NCCNC1=O)Nc1cc(Cl)cc(Cl)c1 (centres undefined)	-13	-4	11	4	-0.2	97	-38	-4	88	8
Cc1ccn2cc(-c3cnoc3C)nc2c1	x	0	2	-1	1.4	96	-33	-3	107	-14
CN(C)S(=O)(=O)N(CC(=O)Nc1ccccc1)c1ccccc1	15	x	2	3	-1.6	95	-39	5	94	x
CCn1c(COc2ccccc2C)nnc1SCC(=O)N1CCN(c2ccccc2)CC1	-55	0	4	2	-0.5	86	-8	4	77	-16
CCc1ccc(NC(=O)CS(=O)CC(=O)NCCCc2ccccc2)cc1 (centres undefined)	-17	x	2	2	-1.9	88	-62	-10	102	-5
CCC(NC(=O)NCc1ccc2c(c1)OCO2)(C(F)(F)F)C(F)(F)F	24	-2	15	1	-0.1	95	-44	-3	94	-1
CC(NS(C)(=O)=O)C(c1cccs1)N1CCN(C)CC1 (centres undefined)	x	1	17	2	-1.6	103	-26	16	91	-7
CC(C)(C)N(Cc1cc2ccccc2[nH]c1=O)C(=O)C1CCCCC1	-2	-3	7	-2	-2.4	84	-1	-6	80	-2
O=C(O)CCn1nnc(-c2cccs2)n1	-10	-2	19	1	-0.9	100	-9	-2	96	-14
Cc1ccc(S(=O)(=O)N(C)C)cc1-n1c(SCC(=O)Nc2ccc(F)cc2Cl)nc2ccccc2c1=O	x	1	5	6	-3.6	80	-41	16	81	6
CC(=Nc1ccccc1)C1=C(O)COC1=O	7	-2	4	1	0.3	119	1	-11	108	-6
CCOc1cc(C2CC(=O)NC(SCC)=C2C#N)ccc1O (centres undefined)	-6	0	11	4	-2.3	107	-4	4	99	0
CN1CCN(C(c2cccnc2)c2ccc3cccnc3c2O)CC1 (centres undefined)	x	3	27	2	-2.3	7	-36	3	8	-7
Cc1cc2c(cc1C)CSC(c1ccc(O)cc1)SC2	2	x	7	2	-4.4	89	-18	-8	91	-7
O=[N+]([O-])c1cccc(-c2ccc(/C=N/n3c(-c4ccccc4)n[nH]c3=S)o2)c1	19	8	6	1	-1.4	10	2	-12	8	-6
CCOC(=O)c1c(-c2ccccc2)csc1NC(=O)/C(C#N)=C/c1ccc(OC)c(OC)c1	x	2	2	2	-1.5	88	-27	11	91	2
O=C(NCCc1ccccc1)c1ccc(Cl)c([N+](=O)[O-])c1	x	x	3	3	-5.7	89	-15	9	101	-29
O=C(O)c1cc(-c2ccc(Cl)cc2)n[nH]1	-2	2	35*	1	0.2	106	-68	11	106	-6
CCN(CC)c1ccc(NC(=O)c2cncc(Br)c2)cc1	-7	0	1	0	-3.1	100	1	7	98	-10
Cc1nnc(SCC(=O)NCc2ccccc2)n1-c1ccccc1	7	-1	4	1	1.6	106	12	-1	110	-2
Cn1c(=O)c2c(nc(CN3CCCCC3)n2CCc2ccccc2)n(C)c1=O	-5	-2	17	4	-1.3	85	-8	0	90	x

Measles CPE, hit marks shown above.
| molecule | E-sel TNF inh | Phagocytosis inh | Measles CPE | NPY-Y2 antag | BB579 growth dn | GALR2 antag | Yeast life ext |
| --- | --- | --- | --- | --- | --- | --- | --- |
| O=C(O)c1cc(-c2ccc(Cl)cc2)n[nH]1 | -2 | 2 | 35* | 1 | -68 | 11 | -6 |

(next part)
SMILES	E-sel TNF inh	Phagocytosis inh	Measles CPE	NPY-Y2 antag	MRP-1 activ	HCT116 PTEN-null	BB579 growth dn	GALR2 antag	HCT116 bCat-KO	Yeast life ext
CCOC(=O)C1=c2s/c(=C\c3cccnc3)c(=O)n2C(N)=C(C(=O)OC)C1c1cccnc1 (centres undefined)	-54	x	10	3	-2.0	100	-76	15	94	3
CCOc1ccc(C2C(C(=O)O)c3ccccc3C(=O)N2CCN2CCOCC2)cc1 (centres undefined)	0	x	-1	1	1.2	92	-8	5	94	-12
Cc1cccc(N=CC=C2OC(C)(C)C(C)(C)O2)c1	x	3	9	4	-1.0	96	-3	7	97	1
COC(=O)c1c(NC(=O)CN2CCN(S(=O)(=O)c3ccccc3[N+](=O)[O-])CC2)sc2c1CCC(C)C2 (centres undefined)	1	-5	2	-2	-1.7	94	-9	-5	91	0
Cc1ccc(N(C(=O)Cc2c[nH]c3ccccc23)C(C(=O)NC2CCCCC2)c2ccco2)cc1 (centres undefined)	23	0	15	4	-1.7	29	-11	-5	44	-3
COc1ccc(-n2nnnc2SCC(=O)c2ccc3c(c2)OCCO3)c(OC)c1	-22	-1	6	-2	-0.4	76	-34	5	77	-2
CC(=O)NC(Cc1ccc(F)cc1)C(=O)NC1CCN(c2nnnn2-c2ccccc2)CC1 (centres undefined)	x	0	15	1	-0.7	86	-17	-3	97	-15
CC(C)CCNC(=O)Cc1ccccc1[N+](=O)[O-]	35	x	20	5	-4.0	91	-10	19	99	-2
CCOC(=O)C1=C(N)OC2=C(C(=O)CCC2)C1c1cccs1 (centres undefined)	-8	-1	6	7	-0.8	96	-45	9	99	24
COc1ccc(-n2nnnc2-c2cnc3cc4c(cc3c2C)OCO4)cc1	-32	1	53*	2	-2.1	89	4	0	94	-22
CCCOC(=O)CSc1nc(N)c(C#N)c(CC)c1C#N	-27	1	27	1	0.7	103	-3	-6	104	-9
O=C(NCc1ccco1)c1c(F)cccc1Cl	1	-5	6	0	-1.6	94	-28	7	96	3
COc1ccc(Sc2cnn(-c3ccccc3)c(=O)c2Cl)cc1	-28	x	17	5	-4.8	39	-27	4	28	0
COc1ccc(OCc2nn3c(-c4ccccn4)nnc3s2)cc1	-42	0	22	2	0.1	118	-61	1	99	-12
COC(=O)C1=C(C(=O)OC)C2(OC1c1ccc(Br)cc1)C(=O)c1ccccc1C2=O (centres undefined)	2	x	3	-2	-2.4	97	-31	-3	102	x
CN(C)CCNC(=O)C1CC(=O)N(c2ccc(F)c(Cl)c2)C1 (centres undefined)	17	2	13	3	0.3	108	-34	-1	100	-9
Oc1ccc(/C=N/Nc2cc(N3CCOCC3)nc(N3CCOCC3)n2)cc1O	x	-6	23	0	-3.2	4	-45	-1	3.0*	3
Cc1ccc2nc(Nc3nc(-c4ccccc4)cc(=O)[nH]3)nc(C)c2c1	23	x	3	7	-1.5	95	-30	5	97	-2
O=C(OCCCc1ccncc1)c1ccc(S(=O)(=O)N2CCOCC2)cc1	x	0	13	2	-0.8	110	-16	-6	99	-4
O=C(CSC(=S)N1CCOCC1)Nc1nc(=O)c2ccccc2s1	x	7	26	8	-1.2	97	-34	14	96	9
CC(C)(C)CC(=O)Nc1nnc(C(F)(F)F)s1	10	x	12	10	2.9	87	-12	4	78	x
COc1ccccc1NC(=O)C(=O)NCc1ccncc1	x	-4	6	2	2.8	103	-46	-5	94	6
CNCc1ccccc1Sc1cccc2ccccc12	x	-1	26	12	-4.1	7	-26	18	16	3
O=C(COC(=O)CCc1ccc(S(=O)(=O)N2CCCCC2)cc1)Nc1cccc2ccccc12	x	-10	23	4	-2.1	108	-12	6	92	-1
CCOC(=O)c1c(C)oc2c1cc(O)c1ccccc12	-41	x	17	-1	-2.5	85	-33	9	90	-7

The last 5 compounds of the section before lead into the next.
SMILES	E-sel TNF inh	Phagocytosis inh	Measles CPE	NPY-Y2 antag	MRP-1 activ	HCT116 PTEN-null	BB579 growth dn	GALR2 antag	HCT116 bCat-KO	Yeast life ext
CC(C)(C)CC(=O)Nc1nnc(C(F)(F)F)s1	10	x	12	10	2.9	87	-12	4	78	x
COc1ccccc1NC(=O)C(=O)NCc1ccncc1	x	-4	6	2	2.8	103	-46	-5	94	6
CNCc1ccccc1Sc1cccc2ccccc12	x	-1	26	12	-4.1	7	-26	18	16	3
O=C(COC(=O)CCc1ccc(S(=O)(=O)N2CCCCC2)cc1)Nc1cccc2ccccc12	x	-10	23	4	-2.1	108	-12	6	92	-1
CCOC(=O)c1c(C)oc2c1cc(O)c1ccccc12	-41	x	17	-1	-2.5	85	-33	9	90	-7
CCC(C)NC(=O)C(=O)NCc1ccncc1 (centres undefined)	2	-6	30	1	-3.1	94	-51	-6	108	-22
CCCc1cc(=O)[nH]c(SCc2ccccc2)n1	2	0	19	7	-1.9	98	-31	-5	95	1
COc1cccc(NC(=S)NNC(=O)c2ccccc2OC(F)F)c1	0	x	17	8	-1.9	83	-2	7	82	-9
COc1ccc(Cc2n[nH]c(=O)c3ccccc23)cc1OC	-25	x	23	4	-1.0	92	-15	-4	98	-14
O=C(Nc1cc(S(=O)(=O)N2CCCCC2)ccc1O)c1ccccc1NS(=O)(=O)c1ccc(F)cc1	x	-4	7	-1	-2.1	86	-48	18	96	6
CCC(=O)Nc1ccc(Cl)c(NC(=O)c2cccnc2)c1	3	0	9	1	-0.6	113	-4	4	104	6
O=C(Nc1ccc(CN2CCOCC2)cc1)c1ccc(-c2ccc(Br)cc2)o1	1	0	4	13	-2.5	17	-42	4	14	-16
O=C(Nc1c(-c2cccs2)nc2ccccn12)c1ccc2ccccc2c1	-28	-11	4	13	0.1	106	-31	4	96	4
C=CCc1ccc(OCCOCCOc2ccccc2[N+](=O)[O-])c(OC)c1	-46	x	5	7	0.4	80	-12	14	91	-17

Complete entries as entered above.
CCC(=O)Nc1ccc(Cl)c(NC(=O)c2cccnc2)c1 is listed with E-sel TNF inh = 3; Phagocytosis inh = 0; Measles CPE = 9; NPY-Y2 antag = 1; MRP-1 activ = -0.6; HCT116 PTEN-null = 113; BB579 growth dn = -4; GALR2 antag = 4; HCT116 bCat-KO = 104; Yeast life ext = 6
C=CCc1ccc(OCCOCCOc2ccccc2[N+](=O)[O-])c(OC)c1 is listed with E-sel TNF inh = -46; Phagocytosis inh = x; Measles CPE = 5; NPY-Y2 antag = 7; MRP-1 activ = 0.4; HCT116 PTEN-null = 80; BB579 growth dn = -12; GALR2 antag = 14; HCT116 bCat-KO = 91; Yeast life ext = -17

Compounds listed so far that contain a CF3 group (two):
SMILES	E-sel TNF inh	Phagocytosis inh	Measles CPE	NPY-Y2 antag	MRP-1 activ	HCT116 PTEN-null	BB579 growth dn	GALR2 antag	HCT116 bCat-KO	Yeast life ext
CCC(NC(=O)NCc1ccc2c(c1)OCO2)(C(F)(F)F)C(F)(F)F	24	-2	15	1	-0.1	95	-44	-3	94	-1
CC(C)(C)CC(=O)Nc1nnc(C(F)(F)F)s1	10	x	12	10	2.9	87	-12	4	78	x
